Assay outcomes as filed in PubChem.
A3G deaminase: blocks human APOBEC3G single-stranded DNA deamination. recombinant A3G, ssDNA deamination FAM/TAMRA fluorescence. inhibition, % at 20 µM. actives 0.28% (n = 330,000). AID 493012;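 active means inhibition of at least 40% at 20 µM, with no more than 30% in the related APOBEC3A deaminase screen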;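 further: plate controls were DMSO wells with A3G for no effect and wells lacking A3G enzyme for full effect; some compounds called inactive have numbers as strong as hits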
MPTP block: inhibitors of mitochondrial permeability transition pore; isolated mouse mitochondria, Ca2+ swelling absorbance, 30 min; inhibition, % at 10 µM; actives 1.4% (n = 360,000); AID 602449;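 active means inhibition of 50% or more, scaled per plate between neutral and stimulator controls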;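 further: 0% = DMSO wells given calcium and 100% = 1 mM EGTA wells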
A3A deaminase: human APOBEC3A DNA deaminase inhibition. recombinant A3A, FAM/TAMRA ssDNA deamination fluorescence. inhibition, % at 20 µM. P31941. actives 0.41% (n = 330,000). AID 493011;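 active means at least 40% inhibition at 20 µM here, with at most 30% in a related deaminase screen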;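 further: plate controls were A3A with DMSO for no effect and wells lacking A3A enzyme for full effect; some results filed as inactive read as strong as hits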
Target sequence (P31941 whole entry, looked up): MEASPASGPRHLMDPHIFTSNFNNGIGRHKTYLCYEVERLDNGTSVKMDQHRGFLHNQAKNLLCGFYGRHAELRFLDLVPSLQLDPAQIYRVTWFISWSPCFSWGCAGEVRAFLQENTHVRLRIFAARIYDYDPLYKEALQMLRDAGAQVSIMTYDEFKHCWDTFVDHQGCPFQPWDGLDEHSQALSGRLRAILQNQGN
CCR6 antagonist: CCR6 (human) receptor antagonism; P51684; actives 0.49% (n = 340,000); CHO-K1 CCR6 PathHunter beta-arrestin, luminescence, CCL20-stimulated; AID 493098; inhibition, % at 20 µM;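 active means compounds whose inhibition of the agonist-driven luminescence signal at 20 µM reaches about 50%, limit read from the data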;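 further: cells stimulated with CCL20 at 14 nM final; plate controls were DMSO with CCL20 for no effect and DMSO without agonist for full effect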
Target sequence (P51684 whole entry, looked up): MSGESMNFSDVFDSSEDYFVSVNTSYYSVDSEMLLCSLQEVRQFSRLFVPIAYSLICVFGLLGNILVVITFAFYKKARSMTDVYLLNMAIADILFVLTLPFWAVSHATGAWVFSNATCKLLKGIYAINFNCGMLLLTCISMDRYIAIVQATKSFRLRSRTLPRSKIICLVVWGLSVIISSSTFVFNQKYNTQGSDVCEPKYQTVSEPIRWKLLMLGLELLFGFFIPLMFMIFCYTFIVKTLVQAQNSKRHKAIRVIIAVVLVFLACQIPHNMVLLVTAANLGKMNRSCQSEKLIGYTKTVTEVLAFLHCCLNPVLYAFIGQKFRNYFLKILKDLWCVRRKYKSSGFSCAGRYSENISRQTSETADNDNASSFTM
GRIN3A LBD mod: NR3A (human) ligand-binding domain modulation | AID 1259313 | Tm shift relative to glycine control, % at 25 µM | actives 2.5% (n = 340,000) | NR3A LBD differential scanning fluorimetry, Tm shift; 0% = protein alone, 100% = glycine-bound protein;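 active means melting temperature shift of at least 10% of the positive control shift, at one fixed dose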
CXCR6 inh: inhibitors of human CXCR6 receptor. O00574. CHO-K1 PathHunter CXCR6 beta-arrestin, luminescence. inhibition, % at 20 µM. actives 0.36% (n = 360,000); in the data active means inhibition above about 34%, passing the limit was not always enough;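 further: antagonist mode with CXCL16 agonist at 10 nM final; 0% = 10 nM CXCL16 with DMSO and 100% = unstimulated wells without agonist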
Gli-Sufu block: blocks Gli-Sufu signaling in a luciferase reporter | Sufu-KO-LIGHT fibroblasts, Gli luciferase reporter luminescence | inhibition, % at 5 µM | actives 0.74% (n = 340,000);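 active means inhibition above about 55%, limit read from the data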;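 further: 0% = DMSO-treated cells and 100% = wells with medium but no cells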
EBI2 antag: EBI2 (human) antagonism. P32249. EBI2 beta-arrestin recruitment, luminescence, 7a,25-OHC stimulated. inhibition, % at 5 µM. actives 0.81% (n = 360,000). AID 651636; in the data active means inhibition above about 38%;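 further: enzyme fragment complementation signal reports receptor beta-arrestin coupling in cells; 0% = agonist plus DMSO wells and 100% = wells without agonist; some results beyond the cut were filed as inactive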
Target sequence (P32249 whole entry, looked up, the tested form may be a part): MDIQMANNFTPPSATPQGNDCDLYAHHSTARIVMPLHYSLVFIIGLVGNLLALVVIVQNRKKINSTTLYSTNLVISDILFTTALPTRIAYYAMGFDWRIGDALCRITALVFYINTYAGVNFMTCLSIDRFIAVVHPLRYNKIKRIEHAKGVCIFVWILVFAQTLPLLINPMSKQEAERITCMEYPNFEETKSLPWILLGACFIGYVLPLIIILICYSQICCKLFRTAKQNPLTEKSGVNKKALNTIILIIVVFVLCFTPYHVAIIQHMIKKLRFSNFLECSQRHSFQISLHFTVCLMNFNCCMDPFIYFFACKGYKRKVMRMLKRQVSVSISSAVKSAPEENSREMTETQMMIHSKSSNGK
Numbers without * were called inactive; . = not tested or not shown.

#1 O=C(NCc1nnnn1-c1ccc(F)cc1)c1ccc([N+](=O)[O-])o1
#2 CC1CCCN(C(=O)Cn2c3ccccc3c3nc4n(c(=O)c32)CCS4)C1 (centres undefined)
#3 Oc1ccc(Cc2ccccc2)c2cccnc12
#4 Cc1occc1C(=O)Nc1nnc(-c2cccs2)s1
#5 CCc1sc(C(=O)Nc2ccc3c(c2)OCO3)cc1C
#6 COc1ccc(OC)c(C(c2nnnn2CCC(C)C)N2CCN(C(=O)c3ccco3)CC2)c1 (centres undefined)
#7 Cn1c(SCC(=O)c2ccc3c(c2)OCO3)nnc1C1COc2ccccc2O1 (centres undefined)
#8 COc1c(S(=O)(=O)N2CCN(c3ccc(F)cc3)CC2)ccc(Cl)c1Cl
#9 CCOC(=O)N1CCN(c2nc(SC)nc3sc4c(c23)CC(C)(C)OC4)CC1
#10 O=C(/C=C/c1ccccc1)NC(=O)c1ccccc1O
compound no.,1,2,3,4,5,6,7,8,9,10
A3G deaminase,-9,-5,.,-6,5,-9,-4,-3,-6,-5
MPTP block,-1.0,-1.1,0.1,1.5,1.4,-3.2,0.2,7.0,3.9,18
A3A deaminase,2,-2,.,4,3,-4,1,-2,-12,-2
CCR6 antagonist,-14,14,-1,6,-4,10,-4,-6,6,0
GRIN3A LBD mod,.,0,-3,-17,-2,0,-2,-7,-1,-2
CXCR6 inh,-10,10,8,7,0,-1,-4,-6,12,1
Gli-Sufu block,19,26,-15,-14,-69,7,-2,1,3,-4
EBI2 antag,-38,2,2,-13,10,4,8,3,12,0

#11 COc1ccc(/C=N/NC(=O)c2cccc(Br)c2)cc1COc1ccccn1
#12 CCOC(=O)N1CCN(c2c(NCCc3ccc(C)cc3)c(=O)c2=O)CC1
#13 Cc1cc(C(=O)CN2C(=O)NC3(CCCCC3)C2=O)c(C)n1Cc1ccc2c(c1)OCO2
#14 O=C(COC(=O)c1cc(S(=O)(=O)N2CCCCC2)ccc1N1CCOCC1)c1ccc(Cl)cc1
#15 CCNc1nc(CN2CCCCC2)nc2scc(-c3ccccc3)c12
#16 Cc1ccc(NC(=O)COC(=O)CCn2c(C)csc2=O)cc1S(=O)(=O)N1CCOCC1
#17 Cc1ccc(OCC(O)CNCc2ccc(F)cc2)cc1 (centres undefined)
#18 Cc1cc(C)c(C#N)c(SC2CCCCC2=O)n1 (centres undefined)
#19 Cc1cc(Br)ccc1S(=O)(=O)NCc1ccccc1
#20 N#CNC1=NCN(CCc2ccccc2)CN1
compound no.,11,12,13,14,15,16,17,18,19,20
A3G deaminase,-5,0,-2,-6,-6,-8,-1,-3,3,-7
MPTP block,4.6,1.1,2.4,0.2,4.7,-1.8,85*,1.5,0.8,3.3
A3A deaminase,-1,-1,-4,-2,-3,5,0,-4,-6,-3
CCR6 antagonist,9,8,12,10,4,-1,12,3,6,-9
GRIN3A LBD mod,5,-2,-2,1,-1,3,-2,-1,0,0
CXCR6 inh,-1,6,-1,-4,5,-8,4,3,1,1
Gli-Sufu block,-5,2,-25,1,69*,-2,6,-5,3,1
EBI2 antag,-2,-4,-6,13,6,4,12,-3,-2,-7

#21 Cc1ccc(NC2CCCN(C(=O)c3ccoc3)C2)cc1C (centres undefined)
#22 CSc1nc(Cl)cc(N2CCOCC2)n1
#23 COc1ccc(N(C(=O)CNC(=O)c2cccs2)C(C(=O)NCC2CCCO2)c2ccccc2)c(OC)c1 (centres undefined)
#24 CCc1cccc(C)c1NC(=O)CC(C)(C)CC(=O)O
#25 COc1ccc(OC)c(NC(=O)COC(=O)C2CCN(C(=O)c3ccc(Cl)cc3)CC2)c1
#26 CC(C)CC(NC(=O)C1CCC(C)CC1)C(=O)NCCN1CCOCC1 (centres undefined)
#27 C=C(C)CNC(=S)/N=c1\scc(C)n1CC
#28 CNC(=O)C(=O)NCC(c1cccs1)S(=O)(=O)c1ccc(C)cc1 (centres undefined)
#29 NC(=O)CC(NC(=O)Cc1ccc(Br)cc1)c1ccc(NCc2ccccn2)c([N+](=O)[O-])c1 (centres undefined)
#30 COC(=O)CN(C)C(=O)c1cccc(OC2CCN(S(=O)(=O)N(C)C)CC2)c1
compound no.,21,22,23,24,25,26,27,28,29,30
A3G deaminase,-5,-3,6,-9,0,-6,-5,-4,3,-9
MPTP block,0.3,-1.1,1.2,1.8,-2.1,-1.0,0.2,0.4,-0.6,3.7
A3A deaminase,-6,-1,1,-3,-1,-1,-4,-2,-1,-1
CCR6 antagonist,13,-5,10,9,5,5,5,21,18,4
GRIN3A LBD mod,0,1,-2,1,0,-2,1,-2,1,0
CXCR6 inh,-1,12,0,-12,-5,1,4,-6,12,-1
Gli-Sufu block,-18,-2,-6,6,-1,-17,20,18,-9,0
EBI2 antag,-12,-13,-8,0,25,-3,-14,-12,-10,-1

#31 Cc1cc(C)nc(N/N=C/c2ccc(Cl)cc2)n1
#32 CCCCC(=O)NNC(=O)c1c(O)c2ccccc2[nH]c1=O
#33 COc1ccc(CCNc2oc(-c3ccccc3OC)nc2C#N)cc1
#34 CCn1c(SCC(=O)Nc2sc3c(c2C#N)CCCC3)nnc1-c1ccco1
#35 COc1ccccc1/C=C/C(=O)OCC(=O)NC1CCCCCCC1
#36 COc1ccc(S(=O)(=O)N2CCC(C(=O)NCc3ccco3)CC2)cc1
#37 O=C(O)COc1ccccc1/C=N/NC(=O)CSc1nc2ccccc2n1Cc1ccccc1
#38 COc1ccc(S(=O)(=O)N2CCN(c3ccccc3)CC2)cc1
#39 Cc1ccc(OCCn2c(SCCO)nc3c(N)ncnc32)cc1
#40 O=C(Nc1ccc(Oc2ccccc2)cc1)c1ccco1
compound no.,31,32,33,34,35,36,37,38,39,40
A3G deaminase,-5,-2,-6,0,-6,-1,-5,-7,-8,-1
MPTP block,1.1,6.7,-1.0,0.0,-0.2,0.7,2.6,-0.8,0.9,-0.6
A3A deaminase,3,5,-2,0,2,2,2,-2,-4,-2
CCR6 antagonist,13,8,-6,10,26,4,9,9,12,-7
GRIN3A LBD mod,2,2,-4,-2,1,-1,-3,-3,0,-1
CXCR6 inh,-4,-3,5,-12,5,-5,-4,-4,-11,-9
Gli-Sufu block,1,-1,-17,-3,-2,1,-13,3,4,-86
EBI2 antag,-4,-7,-1,-2,0,1,8,-1,-4,0

#41 CCOC(=O)c1cc(-c2ccccc2)n(CC(=O)NC(C)(C)C)c1C
#42 CN(Cc1ccccc1)C(=O)COC(=O)c1ccc[nH]c1=O
#43 COc1ccc(C(=O)C2CCCN(C3Cc4ccccc4C3)C2)cc1OC (centres undefined)
#44 COC(=O)CNc1nc(-c2cccnc2)nc2ccccc12
#45 CC1CN=C(NC(=O)c2cccc([N+](=O)[O-])c2)S1 (centres undefined)
#46 O=C1c2cccc3cc([N+](=O)[O-])cc(c23)C(=O)N1CC1CCCO1 (centres undefined)
#47 Cc1nn(-c2cccc(C(=O)O)c2)c(C)c1[N+](=O)[O-]
#48 Cc1ccc(C(=O)NCCSCc2ccccc2)cc1[N+](=O)[O-]
#49 c1ccc(CN2CCCC3(CCCN(Cc4nc(COc5ccccc5)no4)C3)C2)cc1 (centres undefined)
#50 CC(OC(=O)c1cccs1)C(=O)NC1CCCCC1C (centres undefined)
compound no.,41,42,43,44,45,46,47,48,49,50
A3G deaminase,-11,-5,0,-4,-6,2,-2,1,-4,-4
MPTP block,0.7,0.9,-0.5,-2.0,0.0,3.1,0.8,5.5,3.6,0.2
A3A deaminase,-1,-5,3,-1,-5,0,8,0,4,-2
CCR6 antagonist,6,4,6,3,3,-16,-16,21,26,-3
GRIN3A LBD mod,-2,-1,0,1,-1,6,1,-1,2,2
CXCR6 inh,3,-3,3,-19,-14,-16,-11,-3,3,6
Gli-Sufu block,1,-22,30,-3,-84,2,0,3,4,-5
EBI2 antag,-8,12,-1,-6,-16,-4,-10,3,23,3

#51 COC(=O)c1c(C)[nH]c(C(=O)OCc2ccc(F)cc2)c1C
#52 COc1ccc(OC)c(N/C=C/C(=C(C#N)C#N)N(C)C)c1
#53 CCN(CC(=O)Nc1ccc(OC)cc1)C(=O)c1ccc(=O)n(Cc2ccccc2)n1
#54 COc1cc(CSc2nc(-c3ccccc3)cc(=O)[nH]2)cc(OC)c1
#55 CCOC(=O)c1nc(C)n(-c2ccc(Cl)cc2)n1
#56 COc1ccc(OCC(O)CN2C(=O)NC(C)(C)C2=O)cc1 (centres undefined)
#57 CN(C)CCNC(=O)C(=O)c1c(-c2ccccc2)cc2ccccn12
#58 CN(CC(=O)Nc1c(Cl)cccc1Cl)C(=O)C1CSC2(C)CCC(=O)N12 (centres undefined)
#59 CC(C)Cc1cc(C(C)(C)C)ccc1OC(=S)N(C)C
#60 Cn1cc(CN2CCCC(CO)(Cc3ccccc3)C2)cn1 (centres undefined)
compound no.,51,52,53,54,55,56,57,58,59,60
A3G deaminase,-7,-3,-6,1,-5,-5,0,-8,-8,4
MPTP block,4.6,-0.6,-0.8,0.4,0.9,-1.1,-0.3,0.0,-1.4,-0.8
A3A deaminase,-7,-2,-2,-3,-3,-5,7,-2,-1,3
CCR6 antagonist,12,10,9,-17,-2,9,-7,-2,17,-6
GRIN3A LBD mod,-4,0,-1,-3,2,-1,242*,3,1,1
CXCR6 inh,-6,-6,-6,0,0,1,7,1,-4,12
Gli-Sufu block,0,4,15,-9,-3,-1,10,-8,-5,-7
EBI2 antag,9,0,4,8,4,-3,3,-4,3,-1

#61 COc1ccccc1OCCN1CSC(=S)N(C)C1
#62 Cc1ccc(S(=O)(=O)Nc2ccc(C(=O)Nc3cc(C)on3)cc2)cc1
#63 O=C(NCc1ccccc1)c1ccc2c(c1)C(=O)N(Cc1cccnc1)C2=O
#64 COc1cc(OC)cc(C(=O)NCC(=O)OCC(=O)NCc2ccco2)c1
#65 CS(=O)(=O)Oc1ccc(Br)cc1/C=C1/N=C(c2ccco2)OC1=O
#66 CC(C)c1ccc(OCCCCCN2CCOCC2)cc1
#67 COc1ccc2c(c1)C(C)CC(C)(C)N2C(=O)CSc1ncn[nH]1 (centres undefined)
compound no.,61,62,63,64,65,66,67
A3G deaminase,-1,-4,-5,3,-4,1,-1
MPTP block,-2.1,-0.4,-0.2,-0.7,-1.4,0.6,-3.7
A3A deaminase,0,-1,-3,7,-2,-1,0
CCR6 antagonist,29,19,-2,0,-3,14,-9
GRIN3A LBD mod,1,1,-1,-1,-2,0,-1
CXCR6 inh,5,-1,-4,1,0,-11,-4
Gli-Sufu block,42,-2,6,-1,-27,-23,-28
EBI2 antag,0,-4,-2,4,-15,-16,-2

Full records, quoted from the list:
COc1cc(OC)cc(C(=O)NCC(=O)OCC(=O)NCc2ccco2)c1 across the screens: A3G deaminase: 3; MPTP block: -0.7; A3A deaminase: 7; CCR6 antagonist: 0; GRIN3A LBD mod: -1; CXCR6 inh: 1; Gli-Sufu block: -1; EBI2 antag: 4
O=C(NCc1ccccc1)c1ccc2c(c1)C(=O)N(Cc1cccnc1)C2=O across the screens: A3G deaminase: -5; MPTP block: -0.2; A3A deaminase: -3; CCR6 antagonist: -2; GRIN3A LBD mod: -1; CXCR6 inh: -4; Gli-Sufu block: 6; EBI2 antag: -2
CS(=O)(=O)Oc1ccc(Br)cc1/C=C1/N=C(c2ccco2)OC1=O across the screens: A3G deaminase: -4; MPTP block: -1.4; A3A deaminase: -2; CCR6 antagonist: -3; GRIN3A LBD mod: -2; CXCR6 inh: 0; Gli-Sufu block: -27; EBI2 antag: -15

An excerpt from above in order of count of non-hydrogen atoms, high to low:
#64 COc1cc(OC)cc(C(=O)NCC(=O)OCC(=O)NCc2ccco2)c1
#62 Cc1ccc(S(=O)(=O)Nc2ccc(C(=O)Nc3cc(C)on3)cc2)cc1
#61 COc1ccccc1OCCN1CSC(=S)N(C)C1
compound no.,64,62,61
A3G deaminase,3,-4,-1
MPTP block,-0.7,-0.4,-2.1
A3A deaminase,7,-1,0
CCR6 antagonist,0,19,29
GRIN3A LBD mod,-1,1,1
CXCR6 inh,1,-1,5
Gli-Sufu block,-1,-2,42
EBI2 antag,4,-4,0
